Screening results from PubChem BioAssay.
ER stress rescue: protection against thapsigargin-triggered cell killing – 384-well, CSM14.1, ATP luminescence, primary screen (AID 1222). CSM14.1 thapsigargin-induced death rescue, ATP luminescence; higher % means a stronger effect. one-dose cellular ATP content (survival), % at 20 µM; EC50 in µM for titrated hits. 190,000 tested, under 10 active;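 active means EC50 below 50 µM in the dose-response confirmation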;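 further: death triggered by thapsigargin at about 15 µM added after 2 h compound pretreatment; cell ATP read after overnight thapsigargin exposure of roughly 18 to 22 hours; normalized against plate controls of thapsigargin alone and 5% DMSO vehicle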
M17LAP inhibition: P. falciparum M17LAP inhibitors, primary screen, biochemical, fluorogenic H-Leu-NHMec substrate, 1536-well (AID 1619); inhibition, % at 30 µM, or IC50 in µM where a hit was titrated; recombinant M17LAP, H-Leu-NHMec fluorogenic kinetic assay; higher % means a stronger effect; hit rate 0.38% among 220,000;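 active means compound inhibiting the enzyme by more than half at any dose during confirmatory dose-response retesting; inconclusive means strong single-dose inhibitors picked by rank but not retested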;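 further: plate controls were full reaction with DMSO carrier for no effect and no enzyme background for full effect; strong numbers were not always called active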
Myeloid diff MLP: compounds promoting myeloid differentiation | ER-HoxA9 myeloid progenitors, lysozyme-GFP differentiation, flow cytometry | calls only at 10 µM | hit rate 1% among 360,000 | AID 624256;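 active means normalized GFP-positive differentiation at or above the plate's own cutoff, the solvent-only control mean plus 3 SD; inconclusive means no clear call, values can overlap the other calls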;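 further: cells exposed to compound for four days before flow analysis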
PMI inhibitors: inhibitors of human PMI, primary screen, biochemical, fluorescence intensity, coupled assay (AID 1209) | purified PMI enzyme, coupled fluorescence intensity; higher % means a stronger effect | inhibition, % at 20 µM, or IC50 in µM where a hit was titrated | hit rate 0.42% among 190,000;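 further: plate controls were DMSO vehicle for no effect and wells lacking substrate for full effect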
LYP phosphatase: inhibitors of LYP phosphatase, biochemical, fluorescence intensity, uHTS (AID 1779) | hit rate 0.054% among 290,000 | inhibition, % at 11.5 µM; hits with a dose series show IC50 in µM | recombinant LYP phosphatase, fluorescence intensity; higher % means a stronger effect;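 further: plate controls were vehicle with enzyme for no effect and no enzyme for full effect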
P. falciparum M1AAP: P. falciparum M1AAP inhibitors, biochemical, fluorogenic H-Leu-NHMec substrate, 1536-well (AID 1445); hit rate 0.42% among 220,000; recombinant M1AAP, H-Leu-NHMec fluorogenic kinetic assay; higher % means a stronger effect; inhibition, % at 30 µM; hits with a dose series show IC50 in µM;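 active means primary inhibition above the hit cutoff, then over 50% inhibition at one or more dose response concentrations, cut at about 23% in these data, passing the limit was not always enough; inconclusive means conflicting primary data, or primary hits not chosen for dose response; inactive means low primary inhibition, or under 50% at every dose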;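 further: plate controls were DMSO full reaction for no effect and no enzyme background for full effect; strong numbers were not always called active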
XIAP antagonists: small molecules displacing peptide from XIAP – biochemical, IAP family, fluorescence polarization (AID 1018); hit rate 0.007% among 200,000; XIAP BIR domain, fluorescence polarization peptide displacement; higher % means a stronger effect; displacement, % at 20 µM; hits with a dose series show IC50 in µM; in the data active means displacement above about 50%; further: a part of the inactive calls stands beside numbers as strong as those of hits
TNAP activation fold: human TNAP enzyme activators, primary screen, biochemical, luminescent, no phosphate acceptor, uHTS (AID 1001); hit rate 0.03% among 200,000; one-dose activation fold at 20 µM; EC50 in µM for titrated hits; purified TNAP, luminescent activation assay, no phosphate acceptor; higher activation fold means a stronger effect; in the data active means activation fold from about 3, or a potency from the dose series; inactive means the rest, 99 in 100 with activation fold below about 1.6; further: many of its hits are not listed in these tables
PMI inhibition: MPI inhibition at elevated mannose 6-phosphate – biochemical, fluorescence intensity, high mannose 6-phosphate, primary screen (AID 1220) | inhibition, % at 20 µM; hits with a dose series show IC50 in µM | hit rate 0.66% among 190,000 | recombinant PMI enzyme, coupled fluorescence intensity; higher % means a stronger effect
Myeloid diff MLP GFP+ MAC1+ %: recorded beside Myeloid diff MLP, whose call it bears; GFP+ MAC1+ double positive, %; measured here: differentiation confirmed by MAC1 staining
* hit, by the source's call; i = inactive; ? = inconclusive; / = not tested or not shown; + = active, no number. Unless noted, no stated cut-off is given here; in the data, active means inhibition above about 50%; inactive means the rest.

Fields – Myeloid diff MLP	LYP phosphatase	PMI inhibition	P. falciparum M1AAP	ER stress rescue	TNAP activation fold	XIAP antagonists	PMI inhibitors	Myeloid diff MLP GFP+ MAC1+ %	M17LAP inhibition
> CC(C)(NC(=O)N1CCCC1)c1cccc(C(C)(C)NC(=O)N2CCCC2)c1
    i	-2%	5%	9%	/	1.1	-5.0%	11%	2.1	-12%
> COC(=O)COc1ccc(NC(=O)C2CCCO2)cc1 (stereo not drawn)
    i	-5%	11%	6%	-1.1%	1.1	-1.8%	12%	1.0	19%
> O=C(Nc1ccccc1)Nc1ccccc1C(=O)NCC1CC1
    i	-5%	/	4%	/	/	/	/	0.7	-5%
> Cc1cccc(-c2cc3nc(C)cc(NCCCn4ccnc4)n3n2)c1
    i	-6%	3%	-4%	-1.3%	1	-5.4%	7%	0.0	-3%
> CC1CCC(NC(=O)C(Cc2ccccc2)n2cccc2)CC1 (stereo not drawn)
    i	0%	/	1%	/	/	/	/	0.5	-7%
> NCCCC(N)(C(=O)O)C(F)F (stereo not drawn)
    +	2%	-17%	11%	0.1%	1.1	-16%	-23%	3.4*	-1%
> Cc1ccc(-c2nn(CC(=O)NCc3cc(-c4nn(C)c(=O)c5ccccc45)ccc3C)c(=O)c3ccccc23)cc1
    i	-1%	7%	6%	-0.7%	1.4	-12%	13%	0.5	9%
> O=C(COc1ccc(/C=N/NC(=O)C(=O)N2CCCCCC2)cc1)Nc1ccccc1Cl
    i	9%	-7%	-2%	-1.6%	1.1	4.4%	9%	0.9	-6%
> O=C(Nc1ccc(S(=O)(=O)N2CCCCCC2)cc1)c1ccc(Br)o1
    i	-3%	15%	2%	-0.2%	1	-6.4%	10%	0.2	1%
> CC(=O)N(CN1C(=O)c2ccccc2C1=O)c1cccc(C)c1
    i	-2%	10%	6%	0.2%	1	-3.0%	-1%	0.7	3%
> O=C1CSC(c2ccccc2)N1c1nnc(C23CC4CC(CC(C4)C2)C3)s1 (stereo not drawn)
    /	1%	9%	0%	2.6%	1.1	-9.0%	11%	/	4%
> O=C(COc1cccnc1[N+](=O)[O-])Nc1ccccc1Sc1ccccc1
    i	-3%	13%	-2%	-1.0%	1.1	-13%	15%	1.3	0%
> N#Cc1c(NC(=O)c2ccncc2)sc2c1CCC2
    i	-6%	-34%	18%	-3.1%	1.2	-7.3%	-9%	6.4	-2%
> O=C(C1CCC1)N1CCc2cc(S(=O)(=O)NCC3COc4ccccc4O3)ccc21 (stereo not drawn)
    i	0%	26%	0%	-1.7%	1.1	-0.1%	24%	1.1	3%
> COc1ccccc1N1CCN(CCCCOc2cccc3ccccc23)CC1
    i	-2%	-11%	-1%	-2.0%	1	1.7%	-11%	0.3	22%
> c1ccc(Cc2nnc(-c3ccccc3)o2)cc1
    i	-12%	3%	9%	-2.2%	1.1	-9.3%	1%	0.8	-8%
> Cc1c(Cl)cccc1NC(=S)N1CCN(C(=O)C2CCCO2)CC1 (stereo not drawn)
    i	-2%	3%	13%	-0.7%	1	-7.4%	3%	0.3	-4%
> C/C(Cn1nnc([N+](=O)[O-])n1)=N\NC(=O)c1ccncc1
    i	-9%	41%	1%	-2.1%	1.2	-12%	2%	0.0	25%
> COc1ccccc1NS(=O)(=O)c1cc(NC(=O)c2ccccc2F)ccc1N1CCOCC1
    i	6%	4%	4%	-1.2%	1.1	-6.2%	8%	1.0	5%
> CC/C(=N/O)C(=O)c1ccc(Br)cc1
    i	2%	1%	0%	-0.8%	1.1	-5.3%	0%	1.7	14%
> COc1ccc(C2c3c(oc4ccccc4c3=O)C(=O)N2c2ccccn2)cc1 (stereo not drawn)
    i	-4%	-1%	4%	0.8%	1.1	-7.6%	1%	2.8	-2%
> COc1cc(C2C(C(=O)/C=C/c3ccccc3)=C(O)C(=O)N2c2ccccn2)ccc1O (stereo not drawn)
    i	2%	21%	14%	-0.4%	0.8	-4.4%	-12%	1.0	7%
> O=C(NCCCN1CCOCC1)c1csc2c1CCCC2
    i	-5%	1%	1%	-2.5%	1.1	-6.7%	7%	1.7	-6%
> COc1ccccc1C1C2=C(N=C3SCC(=O)N31)c1ccccc1CC2 (stereo not drawn)
    i	4%	25%	3%	-2.4%	1	-2.3%	18%	0.8	1%
> Cc1cccc(NC(=O)NCC(c2ccco2)N2CCCCC2)c1 (stereo not drawn)
    i	-3%	6%	1%	-0.6%	1.1	0.0%	8%	0.4	5%
> Cc1cccc(N=C2NC(=O)CS2)c1C
    i	3%	-5%	-2%	1.1%	0.8	-6.1%	6%	3.2	1%
> COc1ccc(-c2cc(C(F)(F)F)nc(-n3cc(Cl)cn3)n2)cc1
    i	0%	8%	3%	0.4%	1.1	-4.8%	15%	1.7	-3%
> Cn1cc(CNC(=O)C2CCCCC2)cn1
    i	-6%	8%	11%	/	1.1	-1.0%	4%	6.6	7%
> CCn1c(CCNC(=O)c2ccc(Cl)c(Cl)c2)nnc1SCCOc1ccc(OC)cc1
    i	-2%	7%	1%	-0.9%	1	-5.8%	9%	12	4%
> CCOc1ccc2nc(Cl)c(CN(C(C)=O)C3CCCCC3)cc2c1
    i	-6%	/	-3%	2.6%	1	4.9%	/	0.5	1%

Single records, as listed above. Screens in order: Myeloid diff MLP, LYP phosphatase, PMI inhibition, P. falciparum M1AAP, ER stress rescue, TNAP activation fold, XIAP antagonists, PMI inhibitors, Myeloid diff MLP GFP+ MAC1+ %, M17LAP inhibition
Record of COc1ccc(-c2cc(C(F)(F)F)nc(-n3cc(Cl)cn3)n2)cc1 = i, 0%, 8%, 3%, 0.4%, 1.1, -4.8%, 15%, 1.7, -3%
Record of COc1cc(C2C(C(=O)/C=C/c3ccccc3)=C(O)C(=O)N2c2ccccn2)ccc1O (stereo not drawn) = i, 2%, 21%, 14%, -0.4%, 0.8, -4.4%, -12%, 1.0, 7%

More compounds.
Fields – Myeloid diff MLP	LYP phosphatase	PMI inhibition	P. falciparum M1AAP	ER stress rescue	TNAP activation fold	XIAP antagonists	PMI inhibitors	Myeloid diff MLP GFP+ MAC1+ %	M17LAP inhibition
> COc1cccc(-c2nn(-c3ccccc3)cc2CN(C)C(C)c2ccncn2)c1 (stereo not drawn)
    i	-4%	6%	-1%	-0.1%	1.1	-4.7%	9%	0.2	-11%
> COc1cc(/C=N/Nc2ccccc2[N+](=O)[O-])ccc1OC(=O)c1ccccc1F
    i	-7%	-8%	9%	-1.3%	0.9	-8.5%	-25%	0.3	-4%
> O=C(CN1C(=O)NC2(CCCCCCC2)C1=O)N1CCN(C(=O)c2ccco2)CC1
    i	-8%	-3%	-2%	2.6%	1.1	-5.8%	2%	0.7	1%
> CCN(CC)c1ccc(C(=O)c2cnc(/N=C/N(C)C)s2)cc1
    i	6%	0%	13%	1.3%	0.9	-6.8%	-3%	0.1	17%
> CC1(C)Cc2c(sc3nc(-c4ccccc4)oc(=O)c23)CO1
    i	-2%	1%	6%	1.4%	1	0.9%	12%	0.2	5%
> COC(=O)C1=C(NC(=O)C2CCCCC2)CCS1
    i	0%	-21%	-6%	1.5%	0.8	-4.4%	-56%	0.9	13%
> O=C(O)Cc1sc(-c2ccccc2Cl)nc1-c1ccccc1
    i	4%	-22%	13%	-0.7%	1.1	-5.4%	-38%	0.7	10%
> Cc1ccc(OCCn2c(C)c(/C=N/n3cnnc3)c3ccccc32)cc1
    i	-7%	2%	8%	0.2%	1	-0.9%	10%	2.1	-10%
> Cc1occc1-c1nnc(SCC(=O)N2c3ccccc3CCc3ccccc32)n1C
    i	4%	-3%	6%	1.1%	1	-4.8%	-5%	1.3	12%
> O=C(CCc1nnc(Cc2ccc(-c3ccccc3)cc2)o1)NCCc1cccnc1
    i	-8%	7%	1%	0.4%	1.1	-5.8%	14%	0.1	3%
> COc1ccc(NC(=S)N2CCN(Cc3ccco3)CC2)c(OC)c1
    i	-5%	9%	-2%	1.6%	1	-12%	12%	3.0	1%
> O=C(Cn1cnc2ccccc2c1=O)N1CCN(c2ccccc2)CC1
    i	-6%	-2%	3%	-2.6%	1	-3.5%	0%	0.8	2%
> Cc1ccc(C)c(CSc2nc3[nH]ncc3c(=O)[nH]2)c1
    ?	-2%	1%	17%	0.9%	1.6	-4.3%	10%	/	8%
> O=C(Nc1ccccc1N1CCN(c2ccccc2)CC1)c1ccccc1F
    i	-1%	10%	11%	4.1%	1.1	2.0%	11%	0.1	9%
> CC(C)N(Cc1cnn(C)c1)Cc1nc(Cc2ccccc2Cl)no1
    i	-7%	4%	0%	0.7%	1	-2.6%	7%	0.3	1%
> COc1ccc(-c2c(C#N)c(N)nc3sc(C(=O)c4ccc(C)cc4)c(N)c23)cc1
    i	-4%	14%	6%	-0.9%	1.1	-6.1%	5%	0.5	-7%
> CC1CC(=O)N(c2ccc(NCc3ccc(Cl)cc3)c([N+](=O)[O-])c2)C1=O (stereo not drawn)
    ?	-8%	10%	5%	1.7%	1	-1.6%	8%	/	4%
> O=C(NCCO)c1ccc(Oc2ccc(C(F)(F)F)cc2[N+](=O)[O-])cc1
    i	-7%	2%	1%	0.8%	1.1	-9.1%	3%	0.6	-1%
> COc1cc(-n2c(=O)c3ccccc3n(Cc3cccc(F)c3)c2=O)cc(OC)c1OC
    i	-7%	4%	5%	1.6%	1.1	-3.2%	9%	0.5	5%
> Cc1onc(-c2c(Cl)cccc2Cl)c1-c1nc2cc(Cl)ccc2c(=O)o1
    i	10%	/	7%	/	/	/	/	1.4	9%
> CCOC(=O)C(NCc1ccccc1OC)(NC(=O)c1ccccc1)C(F)(F)F (stereo not drawn)
    i	-7%	-3%	6%	0.8%	1.2	0.3%	1%	0.6	11%
> C=CCNC(=O)C1CCN(c2ccc(S(=O)(=O)N3CCOCC3)cc2[N+](=O)[O-])CC1
    i	4%	9%	4%	1.6%	1	-7.6%	4%	0.5	6%
> COC(=O)/C=C/c1ccc(-n2cncn2)cc1
    i	-2%	-5%	3%	-1.8%	1.1	-3.5%	-18%	0.7	1%
> Cc1ccc(NC(=O)C2(NC(=O)c3ccccn3)CCCCC2)cc1Br
    i	1%	9%	13%	-1.3%	1.1	-3.7%	4%	0.7	11%
> COc1ccc(CNC(=O)CCn2cccc2)cc1
    i	-5%	4%	1%	3.6%	1.1	-0.6%	9%	1.0	-2%
> CNC(=O)C(=O)N/N=C/c1ccc(Br)cc1
    i	-3%	1%	9%	0.5%	1	-5.4%	5%	0.2	-3%
> O=c1ccc(-c2ccc([N+](=O)[O-])cc2)nn1-c1ccccc1
    i	10%	0%	-2%	-1.9%	0.9	-4.8%	-4%	0.0	3%
> CN(C)c1nc(N)nc(-c2ccco2)n1
    i	-8%	9%	-4%	-0.7%	1.1	-3.7%	11%	0.8	-10%
> O=C(Nc1ccncc1)c1cccs1
    i	-13%	-4%	0%	0.4%	1.1	-2.5%	-6%	1.6	4%
> Cc1ccc(S(=O)(=O)N2CCC(C(=O)NNS(=O)(=O)c3ccc(Cl)cc3)CC2)cc1
    i	-5%	-2%	-4%	-3.7%	1.1	-4.0%	2%	1.8	13%
> Cc1noc(C)c1COc1ccc(CC(=O)NCCc2ccccc2)cc1
    i	-6%	0%	-1%	-4.5%	1	-2.8%	-11%	0.2	2%
